Bioassay records deposited in PubChem BioAssay by National Center for Advancing Translational Sciences (NCATS).
GLP1R cytotox: cytotoxicity in counter-screen for GLP-1R inverse agonists; HEK293 cAMP-luciferase reporter cells, luminescence, 24 h; Potency, µM (highest dose often 38.3 µM), inactives show at the top dose activity change, negative = inhibition, most hits filed as inhibitors; 410,000 tested, 0.13% active;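 also: loss of luciferase light is scored as toxicity; % is scaled to controls: 0 for no effect and ±100 for the full control effect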
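Cells in DMEM/10% Nu serum/1% pen-strep, 1536-well format. Pre-incubated 12 h, dosed with 23 nL compound, incubated a further 24 h. Luciferase detection, 12 min at room temp, luminescence.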
HT1080 IDH1KD tx: toxicity to HT-1080 IDH1 knockdown cells (counter line); Potency, µM (top dose mostly 46.1 µM), inactives show top-dose activity, negative = toxicity, usual class: cytotoxic; AID 686971; 360,000 tested, 2% active; HT-1080 IDH1 knockdown viability, ATP luminescence, 48 h;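 also: 0% = DMSO wells and -100% = cell-free medium wells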
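In this qHTS, HT-1080 cells depleted of IDH1 are exposed for 48 h at 37 °C to compound titrations. Toxicity is scored from CellTiter-Glo luminescence, with DMSO as full viability and medium alone as none.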
SW480 rerep: inducers of DNA re-replication in SW480 colon cancer cells | SW480 DNA re-replication, Hoechst DNA content imaging, 48 h | Potency, µM (doses to about 46.1 µM), without a hit: at the highest dose re-replication activation, actives largely listed as activators | 340,000 tested, 1.8% active; also: % of control where 0% means no effect; nearly all actives have a fitted effect of over 55% in size
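Quantitative HTS format with DMSO vehicle controls; 48 hr drug incubation at 37 C, then 40 min Hoechst staining and scanning imager measurement at 405 nm excitation.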
GLP1R ag: agonists of human GLP-1 receptor; P43220; HEK293 GLP-1R CRE-luciferase, luminescence, 4-6 h; cells express a hypersensitive GLP-1R form; Potency, µM (top dose mostly 45.6 µM), inactives show at the highest dose activation, most hits filed as activators; 380,000 tested, 0.007% active; also: % of control where 0% means no effect
Target sequence (P43220 whole entry, looked up): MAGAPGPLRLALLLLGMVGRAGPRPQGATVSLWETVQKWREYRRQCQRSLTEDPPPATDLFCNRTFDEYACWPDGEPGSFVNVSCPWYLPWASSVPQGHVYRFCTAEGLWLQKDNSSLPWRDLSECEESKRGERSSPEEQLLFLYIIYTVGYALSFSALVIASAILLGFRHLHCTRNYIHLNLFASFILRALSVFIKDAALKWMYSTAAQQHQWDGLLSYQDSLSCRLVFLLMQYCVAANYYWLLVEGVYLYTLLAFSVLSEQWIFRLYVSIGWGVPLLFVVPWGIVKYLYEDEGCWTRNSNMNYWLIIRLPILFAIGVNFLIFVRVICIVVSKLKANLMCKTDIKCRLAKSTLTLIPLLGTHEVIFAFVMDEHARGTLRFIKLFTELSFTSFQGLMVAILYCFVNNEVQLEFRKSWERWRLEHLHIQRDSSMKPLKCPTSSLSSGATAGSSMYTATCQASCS
TDP43 rescue: rescues yeast growth from TDP-43 toxicity; TDP-43 expressing yeast growth rescue, BacTiter-Glo, 24 h; Potency, µM (top dose mostly 46.1 µM), without a hit: top-dose growth rescue (activation), usual class: activators; 410,000 tested, 1.8% active; AID 652104; also: % of control where 0% means no effect; nearly all actives have a fitted effect of over 50% in size
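Galactose-induced TDP-43 yeast, OD600=0.02, compound pinned; 24 hr, 30 deg C; BacTiter-Glo luminescence for growth. Inhibitors of TDP-43 toxicity read as activators.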
GLP-1R inv ag: inverse agonists of human GLP-1 receptor; P43220; HEK293 GLP-1R CRE-luciferase, luminescence, 24 h; GLP-1R form is constitutively active; Potency, µM (highest dose often 38.3 µM), for the others: at the top dose activity change, negative = inhibition, actives largely listed as inhibitors; 410,000 tested, 1.6% active; AID 624417; also: % is scaled to controls: 0 for no effect and ±100 for the full control effect; nearly all actives have a fitted effect of over 55% in size
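Seeding at 200 cells/uL, 12 h culture, 24 hr compound treatment, then luciferase reagent and a luminescence read; cells are HEK293 stably expressing a constitutively active GLP-1R plus cAMP-responsive luciferase.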
KB-3-1 cytotox: kills parental KB-3-1 adenocarcinoma cells. KB-3-1 viability, CellTiter-Glo ATP luminescence, 72 h. Potency, µM (top dose mostly 46.1 µM), for the others: at the highest dose activity change, negative = cytotoxic, hits mostly cytotoxic. 400,000 tested, 1.4% active; also: % is scaled to controls: 0 for no effect and ±100 for the full control effect; nearly all actives have a fitted effect of over 60% in size
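Here the drug-naive KB-3-1 line serves as comparator for MDR sub-line selectivity; cells received compound titrations, 72 h at 37 °C, then CellTiter-Glo readout.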
KB-V1 cytotox: kills drug-selected multidrug resistant KB-V1 cells; Potency, µM (top dose mostly 46.1 µM), inactives show at the top dose activity change, negative = cytotoxicity, actives largely listed as cytotoxic; KB-V1 MDR cells viability, CellTiter-Glo, 72 h; AID 1347076; 400,000 tested, 3.4% active; also: % is scaled to controls: 0 for no effect and ±100 for the full control effect; nearly all actives have a fitted effect of over 60% in size
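KB-V1 MDR subline cells in DMEM (phenol-red free, 10% FBS) exposed to compounds in qHTS concentration series for 72 h at 37 degrees C. Viability read by CellTiter-Glo luminescence; concentration-effect curves fitted after normalization and correction.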
HT1080-NT tox: kills 2HG-producing HT-1080-NT fibrosarcoma cells. HT-1080-NT fibrosarcoma viability, CellTiter-Glo ATP luminescence, 48 h. Potency, µM (highest dose often 46.1 µM), without a hit: top-dose activity, negative = less viability, usual class: cytotoxic. 360,000 tested, 1.6% active. AID 686970;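 also: NT is the 2HG producing partner of a matched IDH1 knockdown line; 0% = DMSO-treated cells and -100% = media-only wells without cells; nearly all actives have a fitted effect of over 55% in size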
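HT-1080-NT fibrosarcoma cells (2HG-overproducing), 750 cells/well in RPMI with 5% FBS, dosed after 2 h and incubated 48 h at 37C. CellTiter-Glo luminescence normalized to DMSO and no-cell wells; concentration-response curves fitted and classed.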
* hit, by the source's call; ? = inconclusive; . = not tested or not shown; [ ] = remark or other dose. Calls follow the shape of the dose curve; as a rule, active = well fitted curve in the direction sought with a large enough effect; inconclusive = small, poorly fitted or top-dose-only effect, or another doubt; inactive = no such curve, though single readings can be large; an effect the other way counts as inactive or inconclusive. Potency is read from the fitted curve at half-maximal effect.

SMILES | GLP1R cytotox | HT1080 IDH1KD tx | SW480 rerep | GLP1R ag | TDP43 rescue | GLP-1R inv ag | KB-3-1 cytotox | KB-V1 cytotox | HT1080-NT tox
Cc1nn(C(C)C(=O)NC2CCCCCC2)c(=O)c2nn(-c3ccccc3)c(C)c12 (stereo not given) | -4% | 20% | ? | 10% | -3% | -25% | 2% | -10% | 5%
CC1=C(C(=O)Nc2ccc(C)cc2)C(c2ccc(Cl)cc2)n2nnnc2N1 (stereo not given) | 3% | . | . | -1% | 16% | ? | 5% | 1% | .
COC(=O)c1sccc1NC(=O)COc1cccc(C)c1 | -7% | 18% | -3% | ? | -3% | 2% | 3% | -2% | 15%
CC(C(=O)Nc1ccc(F)c(F)c1)N1CCN(C)CC1 (stereo not given) | 19% | -12% | -2% | -1% | 0% | -3% | 1% | 15% | 18%
CCN(CC)P(=O)(Nc1ccc([N+](=O)[O-])cc1)c1c(C)nn(CCC#N)c1NC(=O)c1ccc(Cl)cc1 (stereo not given) | -9% | -16% | -2% | 1% | -12% | -19% | -2% | -10% | -4%
N#C/C(=C\c1ccc(O)cc1)C(=O)NCc1cccc(Cl)c1 | 4% | -3% | -10% | -5% | 1% | -9% | -13% | 5% | -3%
COc1ccc(/C=N/NC(=O)c2ccccc2NC(=O)c2ccco2)c(OC)c1 | -1% | -24% | -1% | ? | -22% | -20% | -4% | ? | -11%
COc1cc([N+](=O)[O-])ccc1NC(=O)NCc1cccnc1 | 2% | 7% | 7% | -5% | 10% | 11% | 7% | 2% | 1%
COc1ccc(C(=O)NC2=NCCS2)cc1S(=O)(=O)N1CCCCC1C (stereo not given) | -4% | 2% | -2% | 14% | -4% | 1% | -1% | ? | -7%
CCC(Oc1ccccc1)C(=O)Nc1nc2c(s1)C(=O)CC(C)(C)C2 (stereo not given) | 1% | -1% | -1% | -12% | 15% | ? | 4% | -13% | -1%
Cn1c(SCC(N)=O)nnc1C1CCN(C(=O)NCc2ccccc2)CC1 | -12% | 2% | 1% | -5% | 7% | -1% | 1% | 28% | 9%
COC(=O)N(C)C[C@@H]1OCc2cnnn2CCCC(=O)N([C@@H](C)CO)C[C@H]1C | 2% | 10% | . | 19% | 2% | 10% | 24% | 25% | 10%
COc1ccc(NC(=O)/C=C/c2ccc(OC)c(OC)c2)cn1 | 20%[7.66 µM] | 10% | -2% | 3% | ? | 35%[activator][7.66 µM] | 18% | -17% | 5%
COc1cc(OC)cc(C(=O)N[C@H](C(=O)NNC(=O)c2ccc(Br)cc2)C(C)C)c1 | -6% | -1% | 3% | 11% | -15% | ? | 8% | -1% | 0%
CC(C)(C)OC(=O)NCC(=O)NNC(=O)C(C(=O)OCc1ccccc1)c1ccccc1 (stereo not given) | . | . | -53% | 3% | . | . | 21% | 9% | .
CCCCC(CC)CNS(=O)(=O)c1ccc2c(c1)CCN2C(=O)CCC(=O)O (stereo not given) | 5% | -11% | -20% | -4% | -25% | 8% | -1% | -7% | -9%
CN(C)CCCNC(=O)c1cc(C(=O)c2ccccc2)c[nH]1 | -12% | 15% | 2% | -2% | 1% | -18% | 5% | 0% | 24%
Cn1c(C(=O)O)ccc1S(=O)(=O)N1CCCCCC1 | 3% | 24% | -6% | 0% | 17% | 8% | 4% | -1% | 25%
Cn1c(=O)c(C(=O)NCC2CCCO2)c(O)c2ccccc21 (stereo not given) | -29% | -23% | 0% | 23% | -37%[inhibitor] | ? | -32% | -25% | -19%
CN(C)S(=O)(=O)c1ccc(C(=O)Nc2nnc(-c3cccs3)o2)cc1 | 1% | ? | -65%[inhibitor] | -5% | 8% | -3% | 1% | ? | -29%
CN(C)CCOCCOc1ccc(Cl)cc1C(C)(C)C | ? | ? | ? | 0% | -8% | 5.6µM* | -28% | ? | ?
COc1cc(C(=O)NCC(=O)N/N=C(\C)Cc2ccccc2)cc(OC)c1OC | -3% | 7% | -2% | -2% | -3% | -11% | 8% | 0% | -2%
O=C(NC1CCCCCC1)C1c2ccccc2C(=O)N1CCCN1CCOCC1 (stereo not given) | -6% | 17% | -7% | -10% | 12% | 0% | 6% | ? | 5%
Cc1noc2ncnc(Oc3ccccc3Cl)c12 | -12% | 3% | -36%[inhibitor] | 20% | 28% | 2% | 0% | 17% | 3%
O=C(Nc1ccn(Cc2ccccc2F)n1)c1ccc(COc2ccc(Br)cc2)cc1 | -14% | ? | -1% | -13% | -12% | -2% | ? | ? | ?
Cc1ccc(NC(=O)C2CC(=O)N(c3ccc4c(c3)OCCO4)C2)cc1S(=O)(=O)N1CCCCCC1 (stereo not given) | -19% | ? | -101%[inhibitor] | 5% | -13% | ? | ? | 3% | ?
Cc1ccc(OC(C)C(=O)Nc2ccc(Cl)cn2)c([N+](=O)[O-])n1 (stereo not given) | 5% | 4% | -5% | 25% | ? | 141%[activator] | 0% | 0% | 6%
Cc1cccc(-c2c3c(=O)n(C)c(=O)n(C)c3cn2-c2ccccc2O)c1 | -6% | -17% | -4% | 12% | -5% | 26% | 7% | 1% | -19%
CCS(=O)(=O)c1ccc2oc(SCC(=O)NC3CCCC(C)C3C)nc2c1 (stereo not given) | 0% | -19% | -3% | -5% | -3% | ? | 6% | 0% | -5%
c1ccc2sc(NN=C3CCCCCC3)nc2c1 | -24% | -10% | 22% | 7% | -9%[9.22 µM] | ? | -27% | -1% | -13%

Looked up one by one from the entries so far, five records:
SMILES | GLP1R cytotox | HT1080 IDH1KD tx | SW480 rerep | GLP1R ag | TDP43 rescue | GLP-1R inv ag | KB-3-1 cytotox | KB-V1 cytotox | HT1080-NT tox
Cn1c(SCC(N)=O)nnc1C1CCN(C(=O)NCc2ccccc2)CC1 | -12% | 2% | 1% | -5% | 7% | -1% | 1% | 28% | 9%
CCC(Oc1ccccc1)C(=O)Nc1nc2c(s1)C(=O)CC(C)(C)C2 (stereo not given) | 1% | -1% | -1% | -12% | 15% | ? | 4% | -13% | -1%
Cc1nn(C(C)C(=O)NC2CCCCCC2)c(=O)c2nn(-c3ccccc3)c(C)c12 (stereo not given) | -4% | 20% | ? | 10% | -3% | -25% | 2% | -10% | 5%
COC(=O)N(C)C[C@@H]1OCc2cnnn2CCCC(=O)N([C@@H](C)CO)C[C@H]1C | 2% | 10% | . | 19% | 2% | 10% | 24% | 25% | 10%
CN(C)S(=O)(=O)c1ccc(C(=O)Nc2nnc(-c3cccs3)o2)cc1 | 1% | ? | -65%[inhibitor] | -5% | 8% | -3% | 1% | ? | -29%

More records follow.
SMILES | GLP1R cytotox | HT1080 IDH1KD tx | SW480 rerep | GLP1R ag | TDP43 rescue | GLP-1R inv ag | KB-3-1 cytotox | KB-V1 cytotox | HT1080-NT tox
NS(=O)(=O)c1ccc(N=Nc2c(-c3ccccc3)[nH]n(-c3nc(-c4ccccc4)cs3)c2=O)cc1 | -26% | -7% | 2.9µM* | -12% | 8% | -5% | ? | 21µM* | -2%
O=C(NCCCN1CCCC1=O)C1CCN(S(=O)(=O)c2ccc(F)cc2)CC1 | 5% | 1% | -38%[inhibitor] | 4% | 11% | 5% | 7% | 0% | 7%[9.24 µM]
COC1=CC(=Cc2c(N)n3nc(CC(=O)N4CCOCC4)sc3nc2=O)C=C(OC)C1=O | . | 18% | -8% | 0% | -11% | 14% | 16% | 19% | 21%
CCCc1nc2oc3c(=O)[nH]cnc3c2c2c1COC(C)(C)C2 | -5% | 0% | -3% | 0% | 5% | 39%[activator] | 4% | ? | 6%
CN=c1scc(-c2cccs2)n1/N=C/c1ccc(O)c(O)c1O | ? | ? | ? | 6% | -10%[0.397 µM] | 36%[activator] | ? | ? | -28%
CCOC(=O)C1CCN(c2cc(=O)n(C3CCCCC3)c(=O)[nH]2)CC1 | -2% | 5% | -3%[9.22 µM] | -12% | -6% | 13% | 17% | 0% | 7%
CCOC(=O)Cc1ccc(NCc2ccc(Cl)cc2)cc1 | 8%[0.307 µM] | 5% | 0% | 13% | 0% | -14%[0.307 µM] | 11% | 1% | 6%
COc1ccc2sc(-c3ccccc3OC)c(C#CCCO)c2c1 | -1% | 3% | -40%[inhibitor][9.22 µM] | 1% | 20µM* | -1% | -2% | 0% | -3%
COc1ccccc1N(C(=O)c1snc(C(N)=O)c1N)C(C(=O)NCc1ccccc1)c1ccc(O)cc1 (stereo not given) | 13% | -17% | 15% | 18% | 0% | 15% | -6% | 22% | -18%
O=C(NCc1ccc(OC(F)(F)F)cc1)C1CCC(=O)N(C2CC2)C1 (stereo not given) | 5% | 5% | -4% | -4% | 14% | -5% | -1% | ? | -3%
Nc1nc(Sc2ncccc2[N+](=O)[O-])n[nH]1 | 7% | 0% | -23% | 2% | 14% | 0% | 0% | 2% | 3%
Cc1ccc(NC(=O)c2ccc3snnc3c2)cc1Cl | -5% | . | . | -3% | 19% | 11% | 7% | 4% | .
CCc1ccc(CNC(=O)c2cc3ccccn3n2)cc1 | 2% | . | . | . | ? | 7% | 0% | 16% | .
NC(=O)CSc1nnc(Cn2cnc3ccccc32)o1 | -1% | 0% | -4% | 2% | 21% | -10% | -4% | 8% | 8%
COc1cc(NC(=O)CSc2nc3c(c(=O)n(C)c(=O)n3C)n2C)cc(OC)c1 | -4% | -1% | 0% | 0% | 10% | 3% | 3% | -19% | 7%
O=C(O)c1ccc(COc2ccc3ccccc3c2/C=C2/NC(=O)N(c3ccccc3)C2=O)cc1 | 0% | -28% | ? | -1% | 4% | 0% | 10% | 4% | -30%
O=C(COC(=O)C12CC3CC(CC(C3)C1)C2)NCc1ccco1 | -1% | 8% | -5% | 2% | 24% | ? | 12% | 0% | 2%
Cc1ccc(CNC(=O)CSc2nc3c(sc4ccccc43)c(=O)n2CCCOC(C)C)cc1 | 29% | . | . | . | -8% | 5% | 10% | -1% | .
COc1cccc2sc(N3CCN(C(=O)c4ccco4)CC3)nc12 | -11% | -2% | 2% | 22% | -7% | -10% | 5% | ? | -6%
O=C(COc1ccc(Br)cc1Br)NNC(=O)c1cccs1 | -3% | -14% | -1% | 6% | 0% | 1% | 2% | -16% | -6%
COc1ccccc1NCCC(=O)OCC(=O)Nc1ccccc1F | -10% | 2% | 0% | 5% | -3% | -1% | -7% | -8% | 1%
